High-throughput results: PubChem, several laboratories
HSF-1 act: increases HSF-1 driven luciferase reporter signal. NIH3T3-HGL HSF-1 luciferase reporter, MG132, 8 h; 100% = twice DMSO control signal. activation, % at 9 µM. hit rate 1.7% among 300,000;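 active = mean replicate activation of at least 50% with a set share of replicates each reaching 50%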;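 note: 0% = median of the neutral control wells and 100% = twice that signal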
GSK3A inh: human GSK-3 alpha kinase inhibition | P49840 | ADP-Glo luminescence, 60 min | inhibition, % at 10 µM | hit rate 0.1% among 320,000;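 in the data active = inhibition above about 50%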;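 note: GST-tagged GSK-3 alpha with peptide substrate and 25 µM ATP; 0% = DMSO neutral wells and 100% = GW8510 positive control wells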
Target sequence (P49840 whole entry, looked up): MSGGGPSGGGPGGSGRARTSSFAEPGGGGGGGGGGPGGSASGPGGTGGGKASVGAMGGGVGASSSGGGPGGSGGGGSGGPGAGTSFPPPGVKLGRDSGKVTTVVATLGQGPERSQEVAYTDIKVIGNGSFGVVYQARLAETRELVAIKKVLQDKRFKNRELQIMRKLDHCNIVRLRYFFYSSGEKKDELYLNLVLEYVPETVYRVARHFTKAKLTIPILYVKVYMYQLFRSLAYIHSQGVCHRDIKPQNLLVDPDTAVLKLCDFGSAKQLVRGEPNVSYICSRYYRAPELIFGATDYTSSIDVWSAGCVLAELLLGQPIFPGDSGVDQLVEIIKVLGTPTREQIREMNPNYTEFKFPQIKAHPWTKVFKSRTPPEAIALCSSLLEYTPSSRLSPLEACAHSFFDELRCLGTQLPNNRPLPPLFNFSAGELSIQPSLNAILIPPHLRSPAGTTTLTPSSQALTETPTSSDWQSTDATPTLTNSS
AI-2 QS modul: modulates the Vibrio harveyi AI-2 quorum sensing system; Vibrio harveyi JMH597 AI-2 luminescence/OD600 ratio, 9 h; hits give low values; strain lacks LuxN and CqsS sensors; 0 = neutral-control median; activity change, % at 7.5 µM; hit rate 0.4% among 300,000; in the data active = activity change below about -75%, passing the limit was not always enough;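 note: luminescence divided by OD600 gain over 9 h not by final OD600 alone; inactives centre near 13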
HSF1 inh: HSF1 inhibition; NIH3T3-HGL HSE-luciferase, MG132-induced, luminescence 8 h; hits give low values; activity change, negative = inhibition, % at 7.5 µM (by protocol); hit rate 0.77% among 300,000; AID 2098;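 active = more than half of replicate wells show activity change below -50%, luminescence cut by over half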;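 note: luciferase reports HSF-1 transcriptional activity via heat shock element; 0% = median of DMSO wells and -100% = zero luminescence signal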
KLF5 inhibitor: kruppel-like factor 5 inhibition | DLD-1 KLF5 promoter-luciferase reporter, luminescence | inhibition, % at 5 µM | hit rate 0.23% among 290,000 | AID 1700;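 active = inhibition above a per-plate limit of that plate's mean compound inhibition plus 3 SD, cut at about 60% in these data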;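 note: 0% = DMSO wells and 100% = LY294002 at 200 µM; higher means less KLF5 promoter-driven luciferase light; inactives centre near -14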
HIF act: HIF pathway transcriptional activation | hit rate 0.32% among 300,000 | U2OS HRE-luciferase reporter, luminescence; normalized: DMSO 0%, desferrioxamine 100% | activation, % at 7.5 µM (by protocol);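 active = mean activation of at least 10% of the iron chelator positive control signal, with at least half of replicates also reaching 10%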
aSyn UTR inh: MLPCN primary screen, SNCA 5' untranslated region. alpha-synuclein 5'UTR reporter, inhibitor activity. inhibition, % (tested at 7.5 µM). hit rate 0.82% among 300,000. AID 1813; in the data active = inhibition above about 60%;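 note: H4 neuroglioblastoma cells stably carrying SNCA 5'UTR luciferase fusion; 0% = DMSO wells and 100% = positive control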
HSP90 inh: inhibitors of HSP90 luciferase refolding in rabbit reticulocyte lysate. luciferase refolding luminescence, 3 h. inhibition, % at 5.6 µM. hit rate 0.91% among 290,000;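 active = inhibition above the screen-wide mean plus 3 SD, computed separately per campaign, cut at about 16% in these data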;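 note: 0% = DMSO wells and 100% = 60 µM geldanamycin wells; inhibitors lower the luminescence because luciferase stays unfolded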
GSK3beta inhib: inhibitors of human GSK3beta kinase; AID 2097; hit rate 0.038% among 300,000; GST-GSK3beta kinase, ADP-Glo luminescence, 60 min; hits give low values; activity score (negative = inhibition), % at 10 µM;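 active = more than half of replicate wells score below -50%, meaning over 50% inhibition versus plate controls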;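 note: 0% = median DMSO wells and -100% = median GW8510 positive control wells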
Target sequence (P49841 whole entry, looked up): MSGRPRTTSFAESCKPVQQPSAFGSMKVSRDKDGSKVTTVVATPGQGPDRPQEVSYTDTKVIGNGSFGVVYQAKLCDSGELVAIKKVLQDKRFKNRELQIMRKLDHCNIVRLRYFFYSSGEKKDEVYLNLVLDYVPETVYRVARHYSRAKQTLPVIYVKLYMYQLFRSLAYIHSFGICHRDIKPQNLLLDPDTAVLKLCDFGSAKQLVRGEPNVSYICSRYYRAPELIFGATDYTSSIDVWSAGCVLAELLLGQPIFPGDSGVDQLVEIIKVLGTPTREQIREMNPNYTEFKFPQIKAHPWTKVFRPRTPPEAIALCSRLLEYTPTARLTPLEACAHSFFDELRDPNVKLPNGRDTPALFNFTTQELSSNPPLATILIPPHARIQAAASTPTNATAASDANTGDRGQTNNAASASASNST
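test system = GST-tagged human GSK3beta kinase, cell-free | reagent = 25 µM ATP with peptide substrate | dosing = one dose of 10 µM per compound | schedule = 60 min reaction, RT | detection = luminescent ADP-Glo measurement of ADP formed | control set = DMSO neutral wells and GW8510 at 20 µM as positive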
IEC-6 tox: counter-screen for KLF5 inhibitors: cytotoxicity in IEC-6 cells; IEC-6 cytotoxicity, luminescence viability; inhibition, % at 5 µM; hit rate 0.78% among 290,000; in the data active = inhibition above about 22%;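 note: 0% = plate median of test compound wells and 100% = cytotoxic reference compound wells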
Numbers without * were called inactive. Rows are unselected (roughly 4.7% active in at least one column).

Results for Cc1nc2ccc(S(=O)(=O)Nc3cccc(-c4nc5cccnc5s4)c3)cc2s1 ?
HSF-1 act: -7; GSK3A inh: -2; AI-2 QS modul: 24; HSF1 inh: 0; KLF5 inhibitor: -2; HIF act: 0.2; aSyn UTR inh: -18; HSP90 inh: 3; GSK3beta inhib: -1; IEC-6 tox: 5

How did Cc1cccc(OC(C)C(=O)N2CCc3ccccc3C2)c1 (stereo unspecified) do in these assays?
HSF-1 act: 1; GSK3A inh: -1; AI-2 QS modul: 11; HSF1 inh: 8; KLF5 inhibitor: -8; HIF act: 0.4; aSyn UTR inh: 9; HSP90 inh: 2; GSK3beta inhib: 0; IEC-6 tox: 0

What do the screens show for `Cc1nc(N)nc(OCC(F)(F)C(F)F)c1Br`?
HSF-1 act: -4; GSK3A inh: -3; AI-2 QS modul: 20; HSF1 inh: -13; KLF5 inhibitor: -9; HIF act: -0.5; aSyn UTR inh: 8; HSP90 inh: 2; GSK3beta inhib: 1; IEC-6 tox: 0

Results for CC(C)N(C(=O)c1ccccc1-c1ccccc1)C(C)C ?
HSF-1 act: -50; GSK3A inh: -1; AI-2 QS modul: 16; HSF1 inh: -40; KLF5 inhibitor: -28; HIF act: 1.1; aSyn UTR inh: 5; HSP90 inh: 4; GSK3beta inhib: 3; IEC-6 tox: -1

What do the screens show for `CCCn1c(SCC(=O)NNC(=O)c2ccc(OC)cc2)nnc1C(C)C`?
HSF-1 act: -3; GSK3A inh: 0; AI-2 QS modul: 23; HSF1 inh: -4; KLF5 inhibitor: 6; HIF act: 0.0; aSyn UTR inh: -3; HSP90 inh: 3; GSK3beta inhib: 4; IEC-6 tox: 2

What do the screens show for `Cc1cc2nc(-c3cccnc3SCC(=O)NCc3ccco3)[nH]c2cc1C`?
HSF-1 act: 25; AI-2 QS modul: 52; HSF1 inh: 5; KLF5 inhibitor: -8; HIF act: 0.6; aSyn UTR inh: -145; HSP90 inh: 18*; GSK3beta inhib: -12; IEC-6 tox: 14

How did COC(=O)c1ccccc1NC(=O)N1CCN(c2ccccc2F)CC1 do in these assays?
HSF-1 act: 1; AI-2 QS modul: 16; HSF1 inh: -1; KLF5 inhibitor: -12; HIF act: -0.2; aSyn UTR inh: 2; HSP90 inh: 0; GSK3beta inhib: -1; IEC-6 tox: -2

Results for O=C(CCC(=O)N1CCCCCC1)NCc1ccc(F)cc1 ?
HSF-1 act: -5; GSK3A inh: 1; AI-2 QS modul: -1; HSF1 inh: 0; KLF5 inhibitor: -37; HIF act: 0.7; aSyn UTR inh: -8; HSP90 inh: 4; GSK3beta inhib: 1; IEC-6 tox: -2

How did COc1cccc(CNc2ncc(C(=O)Nc3cc(OC)c(OC)c(OC)c3)c(C)n2)c1 do in these assays?
HSF-1 act: 15; GSK3A inh: 1; AI-2 QS modul: 13; HSF1 inh: 3; KLF5 inhibitor: 22; HIF act: 6.8; aSyn UTR inh: -22; HSP90 inh: 2; GSK3beta inhib: -1; IEC-6 tox: 30*

What do the screens show for `O=C(NC(c1ccccc1)c1ccccc1)c1ccc(Br)o1`?
HSF-1 act: -43; GSK3A inh: 0; AI-2 QS modul: 20; HSF1 inh: -28; KLF5 inhibitor: -16; HIF act: -1.7; aSyn UTR inh: 8; HSP90 inh: 0; GSK3beta inhib: 1; IEC-6 tox: -2

How did O=C(NC1CCCC1)C(NS(=O)(=O)c1ccc(Br)s1)c1ccccc1 (stereo unspecified) do in these assays?
HSF-1 act: -1; GSK3A inh: 0; AI-2 QS modul: 10; HSF1 inh: 5; KLF5 inhibitor: -29; HIF act: 0.2; aSyn UTR inh: -30; HSP90 inh: 0; GSK3beta inhib: 0; IEC-6 tox: -2

How did CCOC(=O)C1CCCN(CC(=O)Nc2c(F)c(F)c(F)c(F)c2F)C1 (stereo unspecified) do in these assays?
HSF-1 act: 9; GSK3A inh: -2; AI-2 QS modul: 14; HSF1 inh: -1; KLF5 inhibitor: -9; HIF act: 0.0; aSyn UTR inh: 16; HSP90 inh: -3; GSK3beta inhib: -2; IEC-6 tox: 0

How did COc1ccc(C2/C(=C(/O)c3ccccc3)C(=O)C(=O)N2c2ccccn2)c(OC)c1 (stereo unspecified) do in these assays?
HSF-1 act: 14; GSK3A inh: -3; AI-2 QS modul: 3; HSF1 inh: 4; KLF5 inhibitor: -13; HIF act: -0.1; aSyn UTR inh: 6; HSP90 inh: -2; GSK3beta inhib: -1; IEC-6 tox: 2

What do the screens show for `COC(=O)C1(CC2CC(c3ccccc3)=NO2)CCN(C(=O)OC(C)(C)C)CC1` (stereo unspecified)?
HSF-1 act: 5; AI-2 QS modul: 10; HSF1 inh: 0; HIF act: 1.7; aSyn UTR inh: -13; GSK3beta inhib: -4

What do the screens show for `COc1ccc(CCn2c(NN=C(C)C)nc3c2c(=O)[nH]c(=O)n3C)cc1`?
HSF-1 act: 14; GSK3A inh: 6; AI-2 QS modul: 16; HSF1 inh: -6; KLF5 inhibitor: -21; HIF act: -0.1; aSyn UTR inh: -19; HSP90 inh: -3; GSK3beta inhib: 0; IEC-6 tox: 5

How did CC(C)[C@H](NC(=O)C1CC(=O)N(c2ccc3c(c2)OCO3)C1)C(=O)NC1CCCC1 (stereo partly specified) do in these assays?
HSF-1 act: 6; GSK3A inh: 1; AI-2 QS modul: 33; HSF1 inh: 3; KLF5 inhibitor: -15; HIF act: -0.1; aSyn UTR inh: 25; HSP90 inh: -4; GSK3beta inhib: -1; IEC-6 tox: 0

How did COc1ccc(OC)c(NC(=O)CSc2nc3cccnc3n2C)c1 do in these assays?
HSF-1 act: -3; GSK3A inh: -1; AI-2 QS modul: 11; HSF1 inh: -7; KLF5 inhibitor: -41; HIF act: -0.8; aSyn UTR inh: 19; HSP90 inh: 3; GSK3beta inhib: 0; IEC-6 tox: 2

How did CCOC(=O)c1[nH]c2ccc(OCC)cc2c1NC(=O)CN1CCCC(C)C1 (stereo unspecified) do in these assays?
HSF-1 act: 1; GSK3A inh: 8; AI-2 QS modul: 22; HSF1 inh: -4; KLF5 inhibitor: -27; HIF act: -0.3; aSyn UTR inh: 13; HSP90 inh: -1; GSK3beta inhib: 2; IEC-6 tox: -2

Results for CC1CC(C)(C)NCCNC(C)CC(C)(C)NCCN1 (stereo unspecified) ?
HSF-1 act: -5; GSK3A inh: -1; AI-2 QS modul: 4; HSF1 inh: -4; KLF5 inhibitor: -13; HIF act: -0.1; aSyn UTR inh: -1; HSP90 inh: 1; GSK3beta inhib: -2; IEC-6 tox: -3

What do the screens show for `Cc1ccc(C(=O)Cn2cnc3ccccc3c2=O)cc1`?
GSK3A inh: 0; AI-2 QS modul: 12; KLF5 inhibitor: -185; HSP90 inh: 3; GSK3beta inhib: -4; IEC-6 tox: 1

What do the screens show for `Cc1ccc(C(=O)N2CCN(C3CCCCC3)CC2)s1`?
HSF-1 act: 1; GSK3A inh: -1; AI-2 QS modul: 2; HSF1 inh: -3; KLF5 inhibitor: -17; HIF act: 0.4; aSyn UTR inh: -15; HSP90 inh: 4; GSK3beta inhib: 3; IEC-6 tox: 1

How did CCCCn1c(SCc2ccc(Cl)cc2)nc2c1c(=O)[nH]c(=O)n2C do in these assays?
HSF-1 act: 47; GSK3A inh: -1; AI-2 QS modul: 28; HSF1 inh: 14; KLF5 inhibitor: -12; HIF act: -0.1; aSyn UTR inh: 43; HSP90 inh: 0; GSK3beta inhib: -2; IEC-6 tox: -3

How did O=[N+]([O-])c1ccccc1S(=O)(=O)Nc1cccc(-c2ccc(N3CCCC3)nn2)c1 do in these assays?
HSF-1 act: -1; AI-2 QS modul: 25; HSF1 inh: 8; HIF act: 0.9; aSyn UTR inh: -32; GSK3beta inhib: 3

What do the screens show for `Cc1ccccc1N1CCN(S(=O)(=O)c2nnc(NC(=O)c3ccc(F)cc3)s2)CC1`?
HSF-1 act: 15; GSK3A inh: 0; AI-2 QS modul: 19; HSF1 inh: -1; KLF5 inhibitor: 2; HIF act: -0.7; aSyn UTR inh: 15; HSP90 inh: -3; GSK3beta inhib: -2; IEC-6 tox: 5

How did CCOc1ccc2nc(NCCNC(=S)NCCCN(C)C)c(C#N)cc2c1 do in these assays?
HSF-1 act: 0; GSK3A inh: 2; AI-2 QS modul: 18; HSF1 inh: -5; KLF5 inhibitor: -25; HIF act: 0.0; aSyn UTR inh: 16; HSP90 inh: 1; GSK3beta inhib: -1; IEC-6 tox: -2

Results for CC(C)n1c(CN(C)c2ccccc2)nc2ccccc21 ?
HSF-1 act: 26; GSK3A inh: 3; AI-2 QS modul: 21; HSF1 inh: 3; KLF5 inhibitor: -3; HIF act: -7.7; aSyn UTR inh: 7; HSP90 inh: -1; GSK3beta inhib: -1; IEC-6 tox: -1

What do the screens show for `C=CCn1cc(/C=C2/NC(=O)NC2=O)c2ccccc21`?
HSF-1 act: -2; GSK3A inh: 4; AI-2 QS modul: -3; HSF1 inh: 0; KLF5 inhibitor: -4; HIF act: -0.1; aSyn UTR inh: 15; HSP90 inh: 12; GSK3beta inhib: 2; IEC-6 tox: 4

Results for CNC(=O)C(=O)NCC1OCCN1S(=O)(=O)c1ccc([N+](=O)[O-])cc1 (stereo unspecified) ?
HSF-1 act: -16; GSK3A inh: 7; AI-2 QS modul: 40; HSF1 inh: 0; KLF5 inhibitor: -5; HIF act: -0.4; aSyn UTR inh: -11; HSP90 inh: 13; GSK3beta inhib: 4; IEC-6 tox: -6

How did O=C(c1ccc2c(c1)N(Cc1ccc(F)cc1)CCS2)N1CCOCC1 do in these assays?
HSF-1 act: 25; GSK3A inh: -1; AI-2 QS modul: 5; HSF1 inh: -2; KLF5 inhibitor: -35; HIF act: 0.3; aSyn UTR inh: 6; HSP90 inh: 3; GSK3beta inhib: 1; IEC-6 tox: 2

No new results follow: entries from further up.
Results for Cc1nc2ccc(S(=O)(=O)Nc3cccc(-c4nc5cccnc5s4)c3)cc2s1 ?
HSF-1 act: -7; GSK3A inh: -2; AI-2 QS modul: 24; HSF1 inh: 0; KLF5 inhibitor: -2; HIF act: 0.2; aSyn UTR inh: -18; HSP90 inh: 3; GSK3beta inhib: -1; IEC-6 tox: 5

How did Cc1cccc(OC(C)C(=O)N2CCc3ccccc3C2)c1 (stereo unspecified) do in these assays?
HSF-1 act: 1; GSK3A inh: -1; AI-2 QS modul: 11; HSF1 inh: 8; KLF5 inhibitor: -8; HIF act: 0.4; aSyn UTR inh: 9; HSP90 inh: 2; GSK3beta inhib: 0; IEC-6 tox: 0

What do the screens show for `Cc1nc(N)nc(OCC(F)(F)C(F)F)c1Br`?
HSF-1 act: -4; GSK3A inh: -3; AI-2 QS modul: 20; HSF1 inh: -13; KLF5 inhibitor: -9; HIF act: -0.5; aSyn UTR inh: 8; HSP90 inh: 2; GSK3beta inhib: 1; IEC-6 tox: 0

Results for CC(C)N(C(=O)c1ccccc1-c1ccccc1)C(C)C ?
HSF-1 act: -50; GSK3A inh: -1; AI-2 QS modul: 16; HSF1 inh: -40; KLF5 inhibitor: -28; HIF act: 1.1; aSyn UTR inh: 5; HSP90 inh: 4; GSK3beta inhib: 3; IEC-6 tox: -1
